Screens deposited in PubChem BioAssay by National Center for Advancing Translational Sciences (NCATS).
S3 lipid droplet – qHTS Assay for Lipid Storage Modulators in Drosophila S3 Cells | Drosophila S3 cells, BODIPY lipid droplet fluorescence, 18-24 h; cells fed with added oleic acid | Potency in µM for hits, for the others lipid storage change, negative = inhibition, % at the top dose, mostly 46.1 µM | hit rate 0.64% among 320,000 | AID 2685, 2010; active means well fitted inhibition curve with a large enough effect in the signal ratio, with a control signal flat, not every such curve was filed as active; inconclusive means small, poorly fitted or top-dose-only effect, or effect the other way, or a change in a side signal; the % refers to the signal ratio
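Laser-scanning cytometry quantifies lipid droplet accumulation (500–530 nm total intensity; droplet/cell object ratio) in oleic acid-fed (400 uM added) Drosophila S3 cells treated with a concentration series. 20 uM Triacsin C defined 100% inhibition.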
S3 lipid droplet cell count max – further read-out of S3 lipid droplet, marked with its call; cell number change, %; measured here: cell count max response;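 cells counted by Cell Tracker Red CMTPX staining in the red channel; peak over a dose series mostly up to 46.1 µM; percent activity relative to internal control wells on each plate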
Active calls of the source: *; i = inactive; ? = inconclusive; / = no result given. On the % scale 0 is the no-effect control and ±100 the full control effect; potency means the concentration at half of the fitted maximal effect. Some of the compounds tested. The share of hits here may be higher or lower than overall.

Structure,S3 lipid droplet,S3 lipid droplet cell count max
COc1ccc(F)cc1C(=O)C1CCCN(C(=O)c2ocnc2C)C1 (centres undefined),26%,13
Cc1ccc(C2(CC(=O)Nc3nccs3)CCOC(C(C)C)C2)cc1 (centres undefined),?,/
Nc1nc(SCc2ccc([N+](=O)[O-])cc2)nc2nc3c(cc12)CCCC3,25%,10
CCOC(=O)C1(Cc2ccc(OC)cc2)CCN(C(=O)c2cc(C)nn2C)CC1,?,/
COc1ccccc1CNCc1cccc(Oc2ccccc2)c1,i,/
CCN(CC)C(=O)CSC1=C(C#N)C(c2ccco2)C(C(=O)OCCOC)=C(C)N1 (centres undefined),?,/
CCOC(=O)NC1Cc2ccccc2C1Sc1ccccn1 (centres undefined),13%,9
COc1cc(C(=O)N=C2SC3CS(=O)(=O)CC3N2c2ccccc2)cc(OC)c1OC (centres undefined),?,/
Cc1ccc(CSc2nc(N)cc(=O)[nH]2)cc1,0%,-8
COc1ccccc1-n1c(Cc2cccs2)n[nH]c1=S,?,/
CCOC(=O)CCCn1nc(C)n2c(cc3sccc32)c1=O,5%,10
Cc1ccc(S(=O)(=O)NC(Cc2ccccc2)C(=O)O)cc1 (centres undefined),?,/
Cc1cccc(N2NC(=O)/C(=C/c3ccc(-c4ccc(Cl)c(C(=O)O)c4)o3)C2=O)c1,?,/
Cc1c(-c2ccccc2)c(=O)oc2ccc(O)cc12,?,/
Nc1nc(-c2ccc(S(=O)(=O)N3CCCCC3)cc2)cs1,17%,-8
CCOc1ccc(CNC(=O)CCC(=O)n2nc(C)c3ccccc32)cc1,?,/
Cc1ccc(CNC(=O)C2CCN(S(=O)(=O)c3ccc4c(c3)CC(C)N4C(=O)C3CCC3)CC2)o1 (centres undefined),2%,-16
CC1(c2ccccc2)NC(=O)N(CC(=O)Nc2ccc3c(c2)OCO3)C1=O (centres undefined),?,/
CC(C)(C)NC(=O)Cc1ccc(S(=O)(=O)N2CCCC2)s1,i,22
CC(=O)Nc1cccc(-c2nc3ccccc3s2)c1C,?,/
O=S(=O)(NCC1CCN(Cc2ccccc2)CC1)c1ccccc1C(F)(F)F,?,/
O=C(c1ccccn1)N1CCN(S(=O)(=O)c2ccccc2)CC1,?,/
O=C(CN1C(=O)C2CC=CCC2C1=O)Nc1cc(C(F)(F)F)ccc1N1CCCC1 (centres undefined),?,/
CC1(C)C2CCC(C2)C1(C)NC(=O)CN1CCN(Cc2ccccc2)CC1 (centres undefined),?,/
CCOc1ccc(-c2nc(-c3ccc(OC)cc3)no2)cc1OCC,11%,0
CCCNC(=O)Nc1nnc(C2CC2)s1,-7%,-2
CCC(=O)N1c2ccc(S(=O)(=O)CCC(=O)NCc3cccs3)cc2CC1C (centres undefined),?,/
CCO[C@@H]1OC(C(=O)Nc2ccccc2)=C[C@H](c2ccc(C(F)(F)F)cc2)[C@H]1CCCO,-26%,-21
CN(C)C(=O)CCc1nc(-c2ccc(C(C)(C)C)cc2)no1,-7%,19
COc1ccccc1OCC(=O)NC1CC(C)(C)NC(C)(C)C1,?,/
CC(C)(C)c1ccc(C(=O)Nc2ccc(NC(=O)C(=O)O)cc2)o1,18%,8
Cc1nn(-c2ccc(N3CCCCC3)nn2)c(C)c1CCC(=O)Nc1ccccc1F,?,/
Cc1nn(C)c(C)c1CN(C)C(=O)C1CCC(=O)N(C2CCCCCC2)C1 (centres undefined),?,/
CCN(CC(=O)Nc1ccc(NC(C)=O)cc1)C(=O)CSc1ncnc2sc(C)c(C)c12,5%,/
O=C(Nc1ccc(C(F)(F)F)cn1)Nc1cccs1,13%,1
COc1cc(NC(=O)CSc2ncccc2C(=O)OC(C)C)cc(OC)c1,?,/
Cc1ccc(S(=O)(=O)Nc2ccc(-c3nnc(SCC#N)n3C)cc2)cc1,?,/
COc1ccc2cc(C(=O)Nc3c(C)n(C)n(-c4ccccc4)c3=O)sc(=O)c2c1OC,-7%,-1
Cc1ccc(S(=O)(=O)/N=C(\CCl)N2CCOCC2)cc1,4%,18
CN1CCN(c2nc3c(c(=O)[nH]c(=O)n3C)n2Cc2ccc(Cl)cc2)CC1,?,/
CCN(CC(=O)Nc1c(F)cccc1F)C(=O)/C=C/c1ccc2c(c1)OCO2,?,/
Cc1cnc(C(=O)OCC(=O)c2ccccc2)cn1,?,/
CCN(CC)C(=O)CSc1nc(-c2ccc(C)cc2)nc2c1COC(C)(C)C2,?,/
CC1(C(=O)O)CCC(C(=O)NNC(=O)c2ccccc2O)C1(C)C (centres undefined),?,/
COc1ccc(N2C(=O)c3ccccc3C2O)cc1 (centres undefined),?,/
CN1CCN(c2ccc(NS(=O)(=O)c3ccc(Cl)cc3)cn2)CC1,?,/
Cc1nnc(SCC(=O)NC2CCCCC2)n(N)c1=O,?,/
Cc1cnc(NC(=O)c2ccc(Cl)nc2)s1,?,/
COc1ccc(NS(=O)(=O)c2cc(NC(=O)c3ccc(=O)[nH]c3)ccc2C)cc1,?,/
CCOC(=O)C1(Cc2cccc(OC)c2)CCN(Cc2cccn2-c2ccccn2)CC1,15%,0
CCOc1ccc2nc(SCC(=O)NCc3ccc(OC)cc3)[nH]c2c1,?,/
Cc1ccc(NC(=O)C2CCN(C(=O)c3cccs3)CC2)c(C)c1,?,/
Cc1ccc(Cl)cc1NC(=O)CC1NC2CCCCC2NC1=O (centres undefined),-6%,-5
COc1cc(C(=O)N2CCN(c3ccccc3O)CC2)ccc1OCC(=O)N1CCOCC1,?,/
CCN1CCN(C(=O)c2cc3c(s2)-c2c(C)cccc2OC3)CC1,?,/
CC1CCCC/C1=N\NC(=S)NCCc1ccccc1 (centres undefined),?,/
COc1ccc(C(=O)CSc2ccc(-c3ccccc3)nn2)cc1,12%,-4
CC1CCCCN1CC(=O)Nc1ccccc1Sc1ccccc1 (centres undefined),?,/
FC(F)Oc1ccc(-c2csc(NNC3=NCCCCC3)n2)cc1,?,/
CNS(=O)(=O)c1cc(NC(=O)c2cncn2-c2ccccc2)ccc1C,?,/

Remaining list, next part:
Structure,S3 lipid droplet,S3 lipid droplet cell count max
CCCc1cc(=O)[nH]c(SCC(=O)N(C)CC(=O)Nc2ccc(C)cc2)n1,-21%,25
O=C(O)c1ccccc1-c1ccccc1C(=O)Nc1nc2ccccc2s1,1%,7
COc1cccc(C2C(C#N)=C(N)Oc3cc(C)n(Cc4ccco4)c(=O)c32)c1 (centres undefined),?,/
Cc1ccc(CNC(=O)C2CCN(S(=O)(=O)c3c(C)noc3/C=C/c3ccco3)CC2)cc1,?,/
CC(C)(C)CC(=O)Nc1nnc(SCC(=O)NCc2cccs2)s1,-2%,10
Cn1c(=NC(=O)c2ccc(S(=O)(=O)N3CCCc4ccccc43)cc2)sc2cc(S(C)(=O)=O)ccc21,?,/
O=C(CSc1ccccc1)Nc1nccs1,?,/
NS(=O)(=O)c1ccc(NC(=S)Nc2ccc(C(=O)N3CCCCC3)cc2)cc1,0%,8
COc1ccc(OC)c(N2C(=O)c3cccnc3C2=O)c1,i,20
CCOC(=O)c1ccc(N2CCN(C(C)=O)CC2)c(NC(=O)c2cccnc2)c1,-1%,14
c1ccc(-c2nnsc2-c2ncc[nH]2)cc1,?,/
Cc1oc(-c2ccccc2F)nc1CS(=O)(=O)CC(=O)NC1CCCC1,?,/

Overlap with the part before: 5 entries, followed by the next part.
Structure,S3 lipid droplet,S3 lipid droplet cell count max
NS(=O)(=O)c1ccc(NC(=S)Nc2ccc(C(=O)N3CCCCC3)cc2)cc1,0%,8
COc1ccc(OC)c(N2C(=O)c3cccnc3C2=O)c1,i,20
CCOC(=O)c1ccc(N2CCN(C(C)=O)CC2)c(NC(=O)c2cccnc2)c1,-1%,14
c1ccc(-c2nnsc2-c2ncc[nH]2)cc1,?,/
Cc1oc(-c2ccccc2F)nc1CS(=O)(=O)CC(=O)NC1CCCC1,?,/
Cc1onc(-c2ccccc2)c1C(=O)Nc1ccccc1NC(=O)c1c(-c2ccccc2)noc1C,?,/
CCOC(=O)C1=C(C)NC(=S)NC1c1ccco1 (centres undefined),6%,/
Cc1ccc(-c2nc(CS(=O)(=O)CC(=O)NCc3cccc(F)c3)c(C)o2)cc1,?,/
Brc1ccc(-c2noc(CCc3ccccc3)n2)o1,?,/
CC1(C)O[C@H]2OC([C@H](O)CON3C(=O)c4ccccc4C3=O)[C@H](O)[C@H]2O1 (some centres undefined),?,/
Fc1ccc(CSc2nnc(-c3ccco3)o2)cc1,-3%,11
CCOc1cccc(-c2c(C(=O)N/N=C/c3c(F)cccc3Cl)nnn2-c2nonc2N)c1,?,/
O=C(O)C1CCN(S(=O)(=O)c2cccc3nsnc23)CC1,?,/
O=C(CCN1C(=O)C2C3CCC(C3)C2C1=O)OCC(=O)c1ccc(Br)cc1 (centres undefined),?,/
COc1ccc(NC(=O)c2cc(Br)ccc2Cl)c(OC)c1,?,/
Cc1cc(Br)ccc1NCc1ccccn1,?,/
O=C(NCc1cccnc1)C(=O)NCC1CCCO1 (centres undefined),0%,4
CCC1=NN(C(=O)C(=O)Nc2ccc(Br)cc2)C(O)(C(F)(F)F)C1 (centres undefined),7%,15
Cc1cc(C)c2c(=O)c(C#N)coc2c1,15%,3
Cc1ccc(-c2nc(CN(C)Cc3cccc4cnccc34)c(C)o2)s1,-6%,3
N#Cc1c(-c2ccncc2)cc(-c2ccc(F)cc2)nc1N,?,/
O=C(CSc1nnc(-c2ccncc2)o1)N1CCCCCC1,10%,-1
COc1ccc(S(=O)(=O)Nc2c(NC3CCCCC3)c3ccccc3oc2=O)cc1OC,?,/
N/C(=N\OC(=O)Cc1cccs1)c1ccc(Br)cc1,?,/
CCOc1ccc(NC(=O)CN2CCN(CC(=O)c3ccc(OCC)cc3)CC2)cc1,i,/
Cc1cc(C)n(-c2nc(-c3ccc(Cl)c(Cl)c3)cs2)n1,0%,-8
CCCc1c(OCCCOc2ccc(OCC(=O)O)cc2)ccc(C(C)=O)c1O,?,/
CCCCOc1ccc(C(C)NC(=O)CCS(=O)(=O)Cc2ccccc2Cl)cc1 (centres undefined),?,/
CCCCn1c(SCC(=O)NCc2ccco2)nc2ccc(N3CCOCC3)cc2c1=O,?,/
COc1cccc(C(=O)NCC2CCCN2S(=O)(=O)c2cccs2)c1 (centres undefined),?,/
COc1ccc(/C=C/C(=O)c2ccc3c4c(cccc24)CC3)cc1,1%,-11
NC(=O)C1CCCN(C(=O)c2cccc(NC(=O)c3cccs3)c2)C1 (centres undefined),?,/
CC(=O)NCC(=O)N[C@@H](CC(=O)OCc1ccccc1)C(=O)OCc1ccccc1,12%,15
CCCC1C(C#N)=C(N)Oc2n[nH]c(C(C)(C)C)c21 (centres undefined),?,/
CC(C)C(=O)Nc1ccc2c(c1)Cc1cc(NC(=O)C(C)C)ccc1-2,?,/
COc1ccc(C2CC(c3ccc(Cl)cc3)=NN2C(=O)c2cccc([N+](=O)[O-])c2)cc1 (centres undefined),14%,-7
CCOC(=O)C1(Cc2ccc(OC)cc2)CCN(C(=O)[C@@H]2CCCN2C(C)=O)CC1,-2%,23
O=c1nc(-c2ccccc2)c2cc(SC(F)F)ccc2[nH]1,-10%,-13
COc1ccc(OCc2ccc(C(=O)NN)cc2)cc1,?,/
COc1ccc(OC)c2[nH]c(=O)c(CCNC(C)=O)cc12,?,/
CCc1nnc(NC(=O)c2c(O)c3cccc4c3n(c2=O)CC4)s1,i,18
Cc1cc(NC(=O)Nc2ccccc2[N+](=O)[O-])n(C)n1,4%,6
CCn1cc([N+](=O)[O-])c(C(=O)Nc2ccn(Cc3ccccc3F)n2)n1,?,/
CC1CCN(CCCn2c(SCC(=O)Nc3ccccc3Cl)nc3ccccc3c2=O)CC1,4%,1
Cc1cc(=O)[nH]c(-n2nc(C)c(Oc3ccccc3O)c2C)n1,?,/
CCOc1ccc(CCNC(=O)COC(=O)/C=C/c2ccc(C)o2)cc1OCC,?,/
CCOCCCNC(=O)c1ccc(CS(=O)(=O)c2cccc(C(F)(F)F)c2)o1,8%,/
COc1ccc(OCc2cc(C(=O)N3C[C@@H](C)O[C@@H](C)C3)no2)c(Cl)c1,?,/

Entries above that have a COOH group:
Structure,S3 lipid droplet,S3 lipid droplet cell count max
Cc1ccc(S(=O)(=O)NC(Cc2ccccc2)C(=O)O)cc1 (centres undefined),?,/
Cc1cccc(N2NC(=O)/C(=C/c3ccc(-c4ccc(Cl)c(C(=O)O)c4)o3)C2=O)c1,?,/
CC(C)(C)c1ccc(C(=O)Nc2ccc(NC(=O)C(=O)O)cc2)o1,18%,8
CC1(C(=O)O)CCC(C(=O)NNC(=O)c2ccccc2O)C1(C)C (centres undefined),?,/
O=C(O)c1ccccc1-c1ccccc1C(=O)Nc1nc2ccccc2s1,1%,7
O=C(O)C1CCN(S(=O)(=O)c2cccc3nsnc23)CC1,?,/
CCCc1c(OCCCOc2ccc(OCC(=O)O)cc2)ccc(C(C)=O)c1O,?,/
